Bioassay records (PubChem)
BCLXL inh: inhibitors of human Bcl-xL, primary screen, biochemical, fluorescence polarization, HTS | GST-Bcl-xL / FITC-Bim BH3 peptide fluorescence polarization | inhibition, % at 10.9 µM | actives 0.7% (n = 320,000);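 active means inhibition above the mean of all tested compounds plus 3 SD, cutoff set per campaign, cut at about 30% in these data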;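 further: 0% = DMSO wells and 100% = unlabeled Bim-BH3 peptide competitor; inhibitors lower millipolarization by displacing the labeled peptide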
ZTA counter: ZTA (EBV) inhibition in EBNA-1 counter-screen; P03206; actives 0.15% (n = 320,000); ZTA-DNA binding, fluorescence polarization; inhibition, % at 11 µM; in the data active means inhibition above about 33%
Target sequence (P03206 whole entry, looked up): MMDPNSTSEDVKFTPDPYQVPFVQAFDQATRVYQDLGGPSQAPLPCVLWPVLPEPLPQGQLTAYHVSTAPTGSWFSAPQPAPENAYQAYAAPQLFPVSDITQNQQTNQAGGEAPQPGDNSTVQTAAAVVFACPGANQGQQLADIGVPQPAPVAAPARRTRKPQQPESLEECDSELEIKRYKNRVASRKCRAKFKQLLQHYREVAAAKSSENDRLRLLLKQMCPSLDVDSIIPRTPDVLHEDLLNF
Efflux pump mplx: inhibitors of Candida efflux pumps in yeast, primary screen, S. cerevisiae, Nile Red, multiplex | S. cerevisiae Candida pump triplex | inhibition, % at 10 µM | actives 0.44% (n = 330,000);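 active means plate passing quality check with inhibition over a set limit, or well fluorescence over plate mean plus 4 SD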;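 further: Nile Red retained in pooled yeast measured as flow cytometry median fluorescence; 0% = buffer negative control and 100% = Enniatin B positive control; higher means more Nile Red kept so more efflux inhibition; some compounds called inactive have numbers as strong as hits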
Fam108B counter: mouse Fam108B serine hydrolase inhibitors, primary screen, counter-screen for RBBP9 inhibitor project, biochemical, fluorescence polarization; recombinant Fam108B, FP-Rh probe fluorescence polarization; inhibition, % at 9.51 µM; actives 0.33% (n = 300,000);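 active means inhibition above the screen mean inhibition plus 3 SD, computed separately per campaign, cut at about 18% in these data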;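 further: inhibitors lower polarization as less probe binds the enzyme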
MCL1-BIM inh: inhibitors of MCL1 binding to BIM-BH3, primary screen, biochemical, fluorescence polarization; Induced myeloid leukemia cell differentiation protein Mcl-1 (Homo sapiens), Q07820; GST-MCL1 / FITC-Bim-BH3 fluorescence polarization; inhibition, % at 10.9 µM; actives 0.68% (n = 320,000); AID 2057, 2009;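 active means inhibition above the mean inhibition of all tested compounds plus 3 SD, set per campaign, cut at about 40% in these data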;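 further: 0% = DMSO wells and 100% = unlabeled Bim-BH3 peptide control; higher means more loss of mP so more displacement of Bim peptide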
Target sequence (Q07820 whole entry, looked up): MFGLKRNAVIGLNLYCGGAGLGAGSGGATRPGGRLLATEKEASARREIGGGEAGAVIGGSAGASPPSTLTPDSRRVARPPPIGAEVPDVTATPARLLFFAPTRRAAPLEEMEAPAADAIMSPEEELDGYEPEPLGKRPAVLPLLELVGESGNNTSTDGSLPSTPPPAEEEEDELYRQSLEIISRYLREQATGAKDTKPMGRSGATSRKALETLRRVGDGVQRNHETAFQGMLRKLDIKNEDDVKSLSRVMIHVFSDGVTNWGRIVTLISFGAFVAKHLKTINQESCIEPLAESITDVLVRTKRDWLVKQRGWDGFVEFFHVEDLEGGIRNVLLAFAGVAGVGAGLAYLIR
GLD-1 TGE inh: GLD-1/TGE RNA complex disruptors, primary screen, biochemical, fluorescence polarization; actives 0.44% (n = 320,000); inhibition, % at 5.96 µM; AID 2280, 2010; purified GLD-1 + fluorescein TGE RNA;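 active means percent inhibition above a per-plate cutoff, the plate mean of test compounds plus 3 SD, cut at about 30% in these data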;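 further: 0% = DMSO wells with GLD-1 and probe and 100% = wells lacking GLD-1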
Target sequence (Q17339 whole entry, looked up): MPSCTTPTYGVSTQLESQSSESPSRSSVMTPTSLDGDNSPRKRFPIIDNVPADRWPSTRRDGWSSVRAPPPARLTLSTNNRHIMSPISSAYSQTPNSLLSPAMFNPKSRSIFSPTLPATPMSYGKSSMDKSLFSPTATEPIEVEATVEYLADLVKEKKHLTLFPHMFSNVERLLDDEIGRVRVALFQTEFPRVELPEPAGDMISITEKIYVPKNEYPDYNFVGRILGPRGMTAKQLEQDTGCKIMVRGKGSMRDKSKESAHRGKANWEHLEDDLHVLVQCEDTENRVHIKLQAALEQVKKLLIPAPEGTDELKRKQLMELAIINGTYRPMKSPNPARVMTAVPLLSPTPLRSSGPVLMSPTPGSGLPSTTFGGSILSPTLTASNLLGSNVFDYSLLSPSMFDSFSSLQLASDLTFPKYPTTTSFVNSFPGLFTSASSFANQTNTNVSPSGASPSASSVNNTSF
EBNA-1 inhibitor: EBNA-1 DNA-binding inhibitors, primary screen, biochemical, fluorescence polarization; actives 0.34% (n = 300,000); inhibition, % at 14.8 µM; in the data active means inhibition above about 28%
CR mimetic SO: reduction of superoxide in aged yeast, primary screen, HTS | actives 0.18% (n = 330,000) | superoxide response (% of plate mean), % at 10 µM | S. cerevisiae aged cells, superoxide DHE fluorescence; stronger effect = lower value;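 active means superoxide response under a set limit, about three screen SD below normal, cut at about 65% in these data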;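 further: yeast aged for seven days with compound at 30 °C before DHE staining; 100% = average MFI of all compound-treated wells on the plate with controls excluded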
MEX-5 binding: MEX-5 zinc finger RNA-binding disruptors – biochemical, C. elegans, fluorescence polarization, MLPCN library, primary screen; Zinc finger protein mex-5 (Caenorhabditis elegans), Q9XUB2; MEX-5/FITC-TCR2 RNA binding; stronger effect = lower value; activity score (negative = inhibition of binding), % at 10 µM; actives 0.38% (n = 300,000);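 active means inhibition past about -25% in most replicates, and total fluorescence under double the plate's negative control median, limit read from the data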;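 further: 0% = DMSO and -100% = 5 µM competing unlabeled TCR2 RNA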
Numbers without * were called inactive; / = no result given.

structure	BCLXL inh	CR mimetic SO	Efflux pump mplx	ZTA counter	MCL1-BIM inh	Fam108B counter	EBNA-1 inhibitor	MEX-5 binding	GLD-1 TGE inh
CCc1ccc(N2CC(C(=O)Nc3ccc4c(c3)OCCO4)CC2=O)cc1 (configuration not stated)	2	96	0.1	-5	-6	2	-1	0.2	4
COc1ccc(CCNC(=O)C2CCN(C(=O)c3cccc(Cl)c3)CC2)cc1OC	4	112	-0.1	21	1	0	7	2.2	-5
Nc1n[nH]c(C2CC2)c1N=Nc1ccc(Cl)c(Cl)c1	0	113	-0.1	3	-2	5	-3	-1.8	9
Cc1ccc(OC(=O)c2oc3ccc(F)cc3c2C)c(C)c1	3	100	0.1	13	0	-5	-1	2.3	-7
CCC1CCCCN1CC(=O)Nc1cc(C)nn1-c1nc(C)cc(C)n1 (configuration not stated)	-3	107	0.0	0	-3	5	5	1.5	4
COC(=O)[C@@]1(Cc2ccc(OC)cc2)[C@H]2c3cc(C(=O)N4CCCC4)n(Cc4c(CO)[nH]cc(C)c4=O)c3C[C@H]2CN1C(=O)c1ccccc1	8	100	0.0	12	7	0	-1	1.3	10
CC(=O)Nc1ccc(N2CCN(c3ccc(C(F)(F)F)cn3)CC2)nc1	0	101	0.1	-22	3	-4	-5	-0.5	-3
CC(C)(C)c1csc(N(CCC#N)CCC#N)n1	0	80	-0.2	7	7	5	12	0.6	-2
NCCCC[C@@H](C(=O)N1CCNCC1)n1cc(CN)nn1	5	96	-0.3	-1	0	-1	0	/	-2
C/C(=C\c1ccccc1)C(=O)Nc1cc(C)on1	6	85	-0.1	6	1	1	16	2.2	-3
COc1ccc(-c2cc(C(F)(F)F)n3ncc(C(=O)N4CCc5ccccc5C4)c3n2)cc1	4	99	-0.1	-3	7	-6	5	2.5	6
CCC(C)NC(=O)CC1Oc2ccc(Cl)cc2NC1=O (configuration not stated)	7	109	-0.1	19	8	0	-1	0.4	-1
CCC(=O)NC(=S)Nc1cc(C(=O)O)ccc1OC	8	110	0.3	-22	0	0	-3	-0.3	-2
Cc1ccc(S(=O)(=O)N(C)C)cc1[N+](=O)[O-]	0	97	-0.1	-30	-3	-5	-14	-2.7	0
COc1ccc(/C(C)=N/NC(=O)CNC(=O)/C=C\c2ccco2)cc1	0	95	0.1	11	3	6	0	1.7	1
Cc1cccc(NC(=O)c2nc[nH]c2C(=O)NCCCCCCNC(=O)c2[nH]cnc2C(=O)Nc2cccc(C)c2)c1	0	81	0.4	8	3	/	/	/	-2
CCN1CCN(C(=O)N2CCOCC2)CC1	3	88	0.0	-10	8	-1	3	1.7	6
O=C(NCc1cccnc1)c1ccc(S(=O)(=O)N2CCOCC2)cc1	5	112	0.0	0	-1	-2	-5	0.8	2
COc1ccc(OC)c(CCNC(=O)c2ccc3c(=O)[nH]c4c(C(=O)NC(C)C)sc(=S)n4c3c2)c1	4	97	-0.1	-5	7	15	-8	2.0	5
COc1ccc(Cl)cc1NC(=O)c1cc(-c2ccccc2)on1	3	90	-0.1	-1	0	1	5	0.3	4
COC(=O)c1cccc(NC(=O)C2COc3ccccc3O2)c1 (configuration not stated)	6	94	0.0	-9	8	-3	-2	0.3	2
CC(=O)c1cccc(NC(=O)CNC(=O)Cc2ccccc2)c1	1	91	0.1	-7	1	3	-21	-1.5	3
C#CCOCCOCCOCCNc1nc(N2CCOCC2)nc(N2CCN(C(=O)[C@H]([C@@H](C)CC)n3cc(CCCN=C(N)N)nn3)CC2)n1	3	108	0.3	-4	-1	1	-17	0.5	4
COc1ccc(-n2c(Cc3cccn3C)nnc2SCC(=O)Nc2cccc(NC(C)=O)c2)cc1	2	67	0.0	4	4	4	7	3.4	5
CC1CCCCC1Nc1ncnc2sccc12 (configuration not stated)	1	88	0.1	7	-5	-1	2	3.4	1
CCCOc1ccc(-c2nc(N3CCN(CC)CC3)c3ccccc3n2)cc1	4	100	-0.2	1	-5	-2	5	3.4	2
O=c1ccc2ccc(O[C@@H]3O[C@H](CO)[C@@H](O)[C@H](O)[C@H]3O)c(O)c2o1	-1	101	-0.3	7	4	/	/	/	-2
CCCCCC(=O)NC(=S)Nc1ccc(Br)cc1C	7	93	0.0	-4	11	6	0	1.2	2
N#C/C(=C\c1cn(CCOc2ccccc2F)c2ccccc12)C(=O)NCc1cccs1	-8	91	0.9	20	-14	-7	124*	-2.5	-7
Cc1cc(Br)ccc1OCC(=O)N(Cc1nc(-c2ccccc2)no1)C(C)C	2	122	0.0	8	0	-9	15	-1.8	4
Cc1ccc(S(=O)(=O)Cn2nnnc2C(C(C)C)N2CCSCC2)cc1 (configuration not stated)	1	127	0.2	6	0	-1	1	2.1	5
CC(C)(O)c1[nH]c2ccc(C(F)(F)F)cc2c1C(C)(C)O	2	98	0.1	-1	-5	-5	3	-3.7	1
COc1ccccc1C(=O)NC(CCSC)C(=O)NNC(=O)c1csc(N2CCOCC2)n1 (configuration not stated)	4	113	0.1	-3	1	-2	2	-3.9	-2
CCCN(CCC)CC(=O)NCC1(c2ccccc2)CCOCC1	8	96	0.0	2	9	-1	-2	-1.9	-2
Cc1cc(C)c(C)c(S(=O)(=O)N2CCCN(C)CC2)c1C	5	100	0.0	5	6	0	-2	0.2	7
Cc1ccc(C(=O)N/C(=C/c2ccco2)C(=O)N2CCOCC2)cc1	10	91	-0.3	6	3	3	-12	0.2	13
O=C1CCC(=O)N1OCCOc1ccc(Cl)c2ccccc12	6	96	-0.2	-7	8	-1	-2	0.3	0
CC(Cc1ccccc1)N/C=C1\CC(=O)NC1=O (configuration not stated)	2	95	0.1	-10	-4	1	8	1.2	-1
Cc1cccc(-c2nc(CC(=O)Nc3cccc(S(=O)(=O)NC4=NCCC4)c3)cs2)c1	-2	95	-0.2	-4	-11	/	/	/	4
O=C(CN1CCCCC1)Nc1ccc(C(F)(F)F)cc1Cl	7	109	0.1	-5	8	-2	-17	/	-3
CCN1C(=O)/C(=C\c2ccco2)C(C(=O)OC)=C1C	1	106	0.0	-7	-4	0	-3	1.8	7
Cn1c(=O)c(C(=O)NCCO)c(O)c2ccccc21	1	102	-0.1	-5	-7	0	-1	4.5	0
CCOc1ccc(NC(=O)C(=O)N/N=C/c2cccnc2)cc1	1	108	0.1	21	7	0	6	0.5	9
CCCn1c2ccccc2c2cnn(CC(=O)NCCCN3CCCCC3)c(=O)c21	2	121	-0.2	10	2	-1	1	4.6	0
COCCn1c(=O)[nH]c2cc(C(=O)Nc3cccc(C(C)=O)c3)ccc2c1=O	-1	95	-0.1	8	1	3	6	-0.4	0
COc1ccc(OC(C)C(=O)NCC2CCCO2)cc1 (configuration not stated)	4	106	0.1	-3	2	2	-2	-1.3	-1
NC(=NCCc1ccccc1)NS(=O)(=O)c1cccs1	9	106	0.1	-26	8	0	6	-1.2	4
COc1ccc(C(=O)N(c2ccccc2)C2C=CS(=O)(=O)C2)cc1 (configuration not stated)	4	99	-0.1	-10	8	3	-7	-0.2	1
COc1ccc(S(=O)(=O)CCC(=O)N2CCN(c3ccc(C(C)=O)cc3)CC2)cc1	2	106	0.1	8	2	0	8	1.0	3
Cc1cnc(NC(=O)C2(c3ccccc3)CC2)s1	8	101	0.0	15	-4	-1	5	-0.7	-3
CC1(C)OC(=O)N(CCc2ccccc2)C1(C)O (configuration not stated)	2	135	0.1	-6	-4	-1	1	-0.2	2
CCCCCCSC1=C(C#N)C(=O)NC2(CCCCC2)S1	11	101	-0.1	5	21	5	5	2.6	4
Cc1ccc(C(C(=O)NCc2ccco2)N(C(=O)Cc2cccs2)c2cccnc2)cc1 (configuration not stated)	3	99	0.1	3	-5	0	2	1.3	-11
CCOc1ccc(-c2ccc(SCC)nn2)cc1	-2	111	0.1	9	-7	-2	-3	/	-6
Cc1ccc(NC(=S)c2nc3ccccc3s2)cc1	0	105	-0.1	7	12	8	2	-0.1	7
Cc1ccc(CCP(=O)(O)CN2CCOCC2)cn1	0	87	-0.1	-11	1	3	10	-0.5	3
COC1CCCN(C(=O)c2cccc(OC3CCN(S(=O)(=O)N(C)C)CC3)c2)C1 (configuration not stated)	0	99	-0.1	8	-3	-2	5	1.5	-3
N=c1c2c3c(sc2ncn1CCN1CCOCC1)CCCC3	4	100	0.0	-1	0	-3	5	-0.1	8
COc1ccc(-c2nn(-c3ccccc3)cc2/C=C/C(=O)NCCCn2ccnc2)cc1OC	2	82	0.0	6	3	-5	10	-2.3	3
COC(=O)C1(C(F)(F)F)N=C2Sc3ccccc3N2C(N2CCOCC2)=N1 (configuration not stated)	-4	104	-0.1	10	2	-2	-8	-0.2	3

Additional entries:
structure	BCLXL inh	CR mimetic SO	Efflux pump mplx	ZTA counter	MCL1-BIM inh	Fam108B counter	EBNA-1 inhibitor	MEX-5 binding	GLD-1 TGE inh
CCN(C(=O)c1cc([N+](=O)[O-])ccc1NCc1cccnc1)c1ccccc1	3	101	-0.1	-11	7	3	0	-0.1	-8
COc1cccc(OC)c1C(=O)Nc1ccccc1Sc1ccccc1	1	104	-0.1	-6	5	-3	-1	0.2	3
Cc1onc(-c2c(F)cccc2Cl)c1C(=O)OCC(=O)c1c[nH]c2ccccc12	0	103	-0.1	3	-1	-14	0	-15	6
COC(=O)N1CCc2c(sc(NC(=O)C3COc4ccccc4O3)c2C(N)=O)C1 (configuration not stated)	0	113	-0.1	-5	-5	1	0	-0.2	3
COc1ccc(CCNC(=O)Cn2cccc2C(=O)c2ccccc2C)cc1OC	8	94	-0.1	0	0	0	-6	1.6	0
Cc1ccccc1OCC(=O)NNC(=O)C1CCN(c2ncnc3sc(C)c(C)c23)CC1	-4	88	0.1	7	2	1	4	-2.5	1
Cc1ccc(C2=NS(=O)(=O)N(C)C(C(=O)NCc3ccc(F)cc3)=C2)cc1	2	107	-0.1	0	-4	0	16	2.2	-4
C=C(C)c1cccc(C(C)(C)NC(=O)Nc2cc(C)ccc2OC)c1	2	108	-0.2	15	0	3	-3	-0.8	-1
Cc1nn(C)c(Cl)c1C(=O)NCC(=O)Nc1ccc(C(C)C)cc1	2	106	-0.1	-7	1	-2	1	2.1	14
O=C(N/N=C/c1ccco1)c1ccc(NC(=O)c2ccc(Cl)cc2)cc1	-1	106	0.0	-5	3	1	4	3.0	-3
COc1ccc(C(=O)N2CCN(Cc3cc(OC)c(O)c(OC)c3)CC2)cc1OC	4	103	0.1	-9	-2	-1	1	-2.3	-1
O=C(c1cccc(S(=O)(=O)N2CCCC2)c1)c1cccc(S(=O)(=O)N2CCCC2)c1	4	96	-0.1	6	5	-1	9	5.4	4
O=C(NCc1ccc(F)cc1)c1cc2c(cc1Cl)N1CCCCCC1=NS2(=O)=O	-8	123	-0.1	4	-21	/	/	/	-2
O=C(NNc1cccc(Cl)n1)Nc1ccc(Cl)cc1	-5	84	0.5	-7	-4	-4	6	2.6	0
O=C(Nc1ccc(Oc2ccccc2)cc1)c1cnc2n(c1=O)CCS2	4	96	0.1	-2	-2	-1	-5	-0.9	-1
